PKM2 act – PKM2 (human) enzyme activation; P14618; purified PKM2, Kinase-Glo ATP luminescence, activation; response scale: 0% is enzyme alone, no compound; Potency, µM (series often up to 57.5 µM), inactives show at the top dose activation, actives largely listed as activators; 0.34% of 260,000 active; further: potency means the concentration at half of the fitted maximal effect; on the % scale 0 is the no-effect control and ±100 the full control effect; nearly all actives have a fitted effect of over 55% in size
Target sequence (P14618 whole entry, looked up): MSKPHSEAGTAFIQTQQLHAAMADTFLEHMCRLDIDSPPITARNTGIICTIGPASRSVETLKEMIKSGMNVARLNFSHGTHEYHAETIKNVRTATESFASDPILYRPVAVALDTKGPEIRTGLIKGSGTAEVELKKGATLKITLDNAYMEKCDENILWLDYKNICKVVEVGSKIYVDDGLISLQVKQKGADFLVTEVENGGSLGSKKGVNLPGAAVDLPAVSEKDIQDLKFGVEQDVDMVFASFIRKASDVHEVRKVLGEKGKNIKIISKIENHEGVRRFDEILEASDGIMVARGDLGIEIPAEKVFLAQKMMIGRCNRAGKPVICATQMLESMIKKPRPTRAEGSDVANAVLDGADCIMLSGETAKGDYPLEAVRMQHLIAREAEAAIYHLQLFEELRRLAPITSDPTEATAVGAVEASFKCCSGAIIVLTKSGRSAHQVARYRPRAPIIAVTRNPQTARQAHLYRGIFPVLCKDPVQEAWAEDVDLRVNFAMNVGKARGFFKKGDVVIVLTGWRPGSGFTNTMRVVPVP
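ATP formation by purified human PK-M2, quantified via coupled luciferase luminescence after 1 h at room temperature with 0.1 mM ADP and 0.5 mM PEP final.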
B2AR arrestin – beta2AR (human) beta-arrestin recruitment activity | beta-arrestin recruitment to beta2AR, cell-based reporter | Potency, µM (titrated, usually from 46.1 µM), for inactives: at the top dose activation, hits mostly activators | 0.02% of 330,000 active | AID 492947;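 further: potency means the concentration at half of the fitted maximal effect; 0% = DMSO controls and full agonism = EC100 isoproterenol or metaproterenol; nearly all actives have a fitted effect of over 65% in size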
Target sequence (P07550 whole entry, looked up): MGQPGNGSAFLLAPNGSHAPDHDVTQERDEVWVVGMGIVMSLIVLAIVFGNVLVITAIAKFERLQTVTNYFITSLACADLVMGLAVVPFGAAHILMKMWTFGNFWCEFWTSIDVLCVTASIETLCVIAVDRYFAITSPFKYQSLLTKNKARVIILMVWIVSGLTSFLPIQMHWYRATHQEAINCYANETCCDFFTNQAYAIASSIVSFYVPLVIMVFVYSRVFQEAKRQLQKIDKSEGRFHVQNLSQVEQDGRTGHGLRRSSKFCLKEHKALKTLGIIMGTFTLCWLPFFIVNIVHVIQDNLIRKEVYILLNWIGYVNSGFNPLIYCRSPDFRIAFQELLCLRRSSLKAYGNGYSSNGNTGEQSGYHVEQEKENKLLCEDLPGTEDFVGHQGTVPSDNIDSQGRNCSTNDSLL
hERG WT inh – KCNH2 (human, wildtype) channel inhibition | Q12809 | U2OS, BacMam KCNH2, thallium flux FluxOr; active compounds read low | activity change, % at 1.84 µM | 0.37% of 340,000 active;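 active means maximum activity change below -70%; inconclusive means maximum activity change between -70% and -50%; inactive means maximum activity change above -50%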; further: on the % scale 0 is the no-effect control and ±100 the full control effect
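U2OS cells transduced with wild-type KCNH2 virus are loaded with FluxOr dye for 45 min, and thallium flux is measured in kinetic reads before and after stimulation buffer. Rate constants are normalized to DMSO controls.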
GALK inhibitor – galactokinase (human) inhibition | Potency, µM (highest dose often 57.5 µM), inactives show at the highest dose activity change, negative = inhibition, actives largely listed as inhibitors | P51570 | Purified GALK, Kinase-Glo residual ATP luminescence | AID 1868 | 0.007% of 270,000 active; further: potency means the concentration at half of the fitted maximal effect; on the % scale 0 is the no-effect control and ±100 the full control effect
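The enzyme phosphorylates galactose (100 uM) using ATP (35 uM); inhibition is detected as higher residual ATP, quantified by bioluminescence after 1 h reaction at room temperature, pH 8.0.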
Coupling enz – coupling enzyme interference in Giardia aldolase counter-screen. coupling enzyme system counterscreen, AmpLite Red fluorescence. activity change, negative = inhibition, % at 58.2 µM, hits read low. 0.67% of 290,000 active. AID 2472; in the data active means activity change below about -30%; further: on the % scale 0 is the no-effect control and ±100 the full control effect
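Fluorescence at 525 nm excitation and 598 nm emission measured inhibition of the coupled detection system without aldolase. Compounds (at 57.5 uM final) were preincubated 10 min at room temperature with coupling enzyme reagent before a 20 min substrate/AmpLite Red step.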
Giardia killer – kills Giardia lamblia; 0.15% of 340,000 active; activity change, % at 7.66 µM, hits read low; AID 540267; Giardia lamblia trophozoite viability; in the data active means activity change below about -80%; inconclusive means between about -30% and that limit;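 further: parasites exposed to compound for two days anaerobically before the ATP read; on the % scale 0 is the no-effect control and ±100 the full control effect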
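Trophozoite viability was measured as ATP-dependent luminescence, read 15-30 min after reagent addition. Before that, parasites at 100 cells/well were exposed to compounds for 48 h, anaerobically, at 37 deg C.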
TRPV1 agonist – human TRPV1 agonism. activation, % at 8.33 µM. AID 540275. 0.19% of 320,000 active. TRPV1-expressing cells, Fluo-8 calcium influx, agonist mode. Q8NER1; in the data active means activation above about 80%; inconclusive means between about 30% and that limit; further: 0% is about no effect
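Cells expressing TRPV1 were dye-loaded with Fluo-8 and read kinetically: 10 s baseline, 3 min after compound (agonist portion), then 2 min after EC20 capsaicin (allosteric enhancer portion). Calcium-bound dye fluorescence at 480/520 nm.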
KCNH2 3.1 block – KCNH2 3.1 (human) potassium channel inhibition; U2OS KCNH2 3.1, thallium flux FluxOr; active compounds read low; activity change, % (tested at about 1.8 µM); 0.95% of 340,000 active;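 active means maximum activity change below -70%; inconclusive means maximum activity change from -70% to -50%; inactive means maximum activity change above -50%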;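 further: thallium influx rate constant from kinetic fluorescence after stimulation buffer; on the % scale 0 is the no-effect control and ±100 the full control effect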
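U2OS cells transduced with KCNH2 3.1 mutant virus (1.77 x 10^8 /mL, 4 h), plated overnight at 37 C, loaded 45 min with FluxOr dye plus Red40 quencher. Thallium flux rate constant from kinetic reads after stimulation buffer, normalised to controls.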
MLL CXXC-DNA inh – blocks binding of human MLL CXXC domain to DNA; Q03164; MLL-CXXC / FITC-HOXA9 DNA fluorescence polarization; Potency, µM (titrated, usually from 115 µM), for the others: top-dose activity change, negative = inhibition, most hits filed as inhibitors; 0.037% of 290,000 active; AID 2662; active means well fitted inhibition curve with a large enough effect in the polarisation, with a control signal flat, not every such curve was filed as active; inconclusive means small, poorly fitted or top-dose-only effect, or effect the other way, or a change in a side signal; inactive means no such curve, though single readings can be large or run the other way; the % refers to the polarisation; further: potency means the concentration at half of the fitted maximal effect
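Purified MLL-CXXC (added from a 7 uM solution) was preincubated 5 min at ambient with pinned compounds in 50 mM Tris-HCl pH 7.5, 50 mM NaCl, 1 mM DTT, 0.05% BSA. Fluorescein-labeled HOX-A9 DNA (50 nM solution) followed, 30 min, then polarization read.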
USP2a inh – blocks human ubiquitin-specific protease USP2a; O75604; USP2 core, Ub-CHOP2 coupled fluorogenic reporter, 485/531; Potency, µM (titrated, usually from 38.3 µM), inactives show top-dose activity change, negative = inhibition, hits mostly inhibitors; 0.01% of 330,000 active; AID 463254;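 further: potency means the concentration at half of the fitted maximal effect; plate controls were DMSO wells for no effect and full inhibition by NEM control for full effect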
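Cell-free coupled assay: 10nM USP2 core preincubated 30min RT with compound in Tris-HCl pH 8.0/CaCl2/CHAPS buffer, then 25nM Ub-CHOP2 and 25nM reporter substrate; fluorescence (Ex 485/Em 531) read after 60min RT, normalized to NEM inhibition, concentration-response curves fitted.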
Menin MLL FP TR – inhibitors of human menin-MLL interaction, mutant MLL peptide | Menin + Texas Red MLL mutant peptide, fluorescence polarization | 0.23% of 270,000 active | Potency, µM (series often up to 61.6 µM), inactives show at the highest dose FP activity change, negative = inhibition, usual class: inhibitors; active means well fitted inhibition curve with a large enough effect in the polarisation, with a control signal flat, not every such curve was filed as active; inconclusive means small, poorly fitted or top-dose-only effect, or effect the other way, or a change in a side signal; inactive means no such curve, though single readings can be large or run the other way; the % refers to the polarisation; further: potency means the concentration at half of the fitted maximal effect; % of control where 0% means no effect; many of its hits are not listed in these tables
* = called active by the depositor; ? = inconclusive; / = no result given; [ ] = another dose, or the depositor's remark. Unless noted, the call rests on the fitted dose curve; in most records, active means well fitted curve in the direction sought with a large enough effect; inconclusive means small, poorly fitted or top-dose-only effect, or another doubt; inactive means no such curve, though single readings can be large; an effect the other way counts as inactive or inconclusive. A portion of the library; the hit share may differ from the screen's.

SMILES	PKM2 act	B2AR arrestin	hERG WT inh	GALK inhibitor	Coupling enz	Giardia killer	TRPV1 agonist	KCNH2 3.1 block	MLL CXXC-DNA inh	USP2a inh	Menin MLL FP TR
COc1ccc(N(C)C(=O)c2oc(=O)c3ccccc3c2-c2ccc(C)cc2)c(OC)c1	4%	0.0%	-9	-6%	4	-5	13	-4	6%	0%	/
CCOC(=O)C1=C(N)OC2=C(C(=O)CC(C)(C)C2)C1c1ccc(C)s1 (stereo not given)	/	-0.2%	4	8%	-12	0	?	-45	1%	-2%	10%
COc1ccc(OC)c(CCNC(=O)c2ccc(CS(=O)Cc3cccc(Cl)c3)o2)c1 (stereo not given)	/	0.0%	6	9%	0	-1	2	-3	2%	-8%	-12%
CCOC(=O)c1c(N)sc(C(=O)N2CCCCCC2)c1C	0%	0.4%	-11	4%	2	-4	-1	0	3%	0%	-4%
CCC1(O)c2ccccc2-c2ncccc21 (stereo not given)	0%	0.0%	-7	-2%	0	-1	1	9	139%[activator]	4%	-1%
Cc1cc([N+](=O)[O-])nn1CC(=O)Nc1nccs1	2%	-1.4%	-15	2%	-2	-13	3	4	20%	0%	-13%
O=c1oc2ccccc2c(O)c1Cc1cc(Cl)c2cccnc2c1O	1%	3.1%	3	/	-1	-14	?	13	-9%	-5%	/
Cc1ccc(CSCC(=O)N(C)CC(=O)Nc2cccc(F)c2)cc1	/	-0.3%	1	/	/	-3	21	-2	/	3%	/
COCCn1c(C)cc(C2=NNC(=Nc3ccc(Cl)cc3Cl)SC2)c1C	-1%	0.0%	12	-1%	1	4	-2	17	4%	1%	?
CN1CCN(S(=O)(=O)c2ccc(N3CCN(c4ccccc4O)CC3)c([N+](=O)[O-])c2)CC1	/	0.3%	-2	/	/	16	4	15	/	-6%	/
O=C(NCc1ccccn1)C(C(=O)c1cccc([N+](=O)[O-])c1)n1cc(Cl)ccc1=O (stereo not given)	-2%	0.1%	-3	1%	-2	-19	0	11	-2%	-1%	-4%
CN1CCN(c2nc3cc(C(F)(F)F)ccc3n3cccc23)CC1	/	/	38	/	-1	-8	/	-49	-9%	/	?
Cn1c(=O)[nH]c(=O)c2c1nc(N1CCc3ccccc3C1)n2CCSc1nc2ccccc2s1	-6%	-0.4%	-2	0%	2	-17	6	-1	7%	1%	?
O=C(Nc1ccc(F)cc1F)C1CCCN(c2ncnc3c2nc2n3CCCCC2)C1 (stereo not given)	/	0.7%	4	-5%	-2	-1	24	-2	-10%	2%	3%
CCCOc1nc2c(c(=O)n(C)c(=O)n2C)n1CC	3%	-0.2%	/	1%	3	/	5	/	-1%	0%	0%
OCCOCCOCCn1c2ccccc2c2ccccc21	8%	0.1%	3	-3%	1	2	5	8	-1%	-2%	?
Cc1cccc(N2CCN(S(=O)(=O)c3c(C)nc4scc(C)n4c3=O)CC2)c1C	/	-0.4%	-6	2%	0	12	?	10	6%	2%	/
COc1ccc(COc2ccc(C3C(S(=O)(=O)c4ccccc4)CON3C)cc2OC)cc1 (stereo not given)	-4%	0.2%	-4	0%	1	-21	-1	-6	4%	-1%	-14%
O=[N+]([O-])c1cc(-c2ccc(C(=S)N3CCOCC3)o2)ccc1Cl	-12%	-0.7%	-11	-2%	-32*	5	10	-8	8%	-2%	?
O=C(O)CC(NC(=O)c1ccc2c(c1)OCO2)c1cccc([N+](=O)[O-])c1 (stereo not given)	-3%	0.0%	-3	-1%	9	8	2	1	10%	0%	10%
CN(CC(=O)Nc1cccc(F)c1)C(=O)C1CCN(C(=O)c2ccc(Cl)cc2)CC1	/	-0.3%	25	/	/	17	5	-29	/	0%	/
O=C(O)CC1NC(=O)N(C2CCCCC2)C1=O (stereo not given)	-2%	-0.2%	3	-1%	5	-5	2	14	3%	2%	-13%
O=C(COc1ccccc1[N+](=O)[O-])OC1CCS(=O)(=O)C1 (stereo not given)	3%	-0.1%	-7	-2%	0	-3	-1	-8	8%	4%	-3%
COc1ccc(Nc2cc(C(=O)NCc3ccco3)c3ccccc3n2)c(OC)c1	-10%	-0.7%	0	0%	0	24	-3	-10	8%	1%	10%
Cc1ccccc1C(=O)NN1CCOCC1	-7%	-0.5%	-17	2%	9	5	0	17	1%	5%	13%
CN(C)C(=S)NC(=O)C12CC3(C)CC(C)(CC(C)(C3)C1)C2	-1%	-0.2%	-1	-1%	4	-16	14	-1	-6%	7%	/
Cc1ccc(OCCNC(=O)C(C)SCC(=O)Nc2ccc(F)cc2)cc1 (stereo not given)	/	6.5%	4	/	/	0	/	-5	/	3%	/
Cc1ccc(-n2nc(CC#N)c(C#N)c2N)cc1Cl	8%	0.1%	-2	0%	-2	-3	1	10	20%	2%	-3%
Cc1cc(C)c(S(=O)(=O)c2ccccc2C)c(OCCN(C)C)n1	/	0.3%	2	-1%	1	3	1	-5	2%	-1%	-12%
Cc1cccn2c(=O)c(C(=O)NC3CCCCC3C)c(O)nc12 (stereo not given)	/	-0.3%	24	/	/	-4	18	7	/	1%	/
O=S(=O)(c1ccc(Oc2ccc(Cl)cc2)nc1)N1CCOCC1	/	0.2%	0	/	/	-22	11	-21	/	5%	/
CC1CC(C)CN(S(=O)(=O)c2ccc(NC(=O)CCNC(=O)c3ccc([N+](=O)[O-])cc3)cc2)C1 (stereo not given)	/	0.0%	5	/	/	-1	0	-31	/	2%	/
COc1ccccc1CNC(=S)Nc1cc(C)ccc1C	-1%	-0.2%	11	-4%	0	9	?	-10	-8%	3%	-8%
CN(C1CCS(=O)(=O)C1)S(=O)C12CC3CC(CC(C3)C1)C2 (stereo not given)	1%	-0.1%	3	1%	0	7	-4	0	-2%	2%	-1%
C=CCNC(=O)c1onc(CSc2ccncc2)c1C(=O)NCC=C	1%	-0.1%	7	2%	0	10	2	17	-3%	8%	/
COCCCNC(=O)CCSc1ccc(Cl)cc1	-2%	-1.0%	3	5%	2	1	15	8	10%	3%	0%
CCOc1ccccc1NC(=S)NCCc1ccccc1	7%	-0.6%	-6	-1%	-6	-4	?	-7	23%	0%	-19%
O=Nc1c(-c2cccc([N+](=O)[O-])c2)nc2ncccn12	6%	3.0%	/	3%	-13	/	19	/	-7%	1%	/
Cc1ccc(C2Nc3ccccc3C(=O)N2CCN2CCNC2=O)cc1 (stereo not given)	-4%	-0.3%	7	4%	3	7	0	6	0%	0%	/
Cc1cc(C)nc(NC(=O)CCC2CCCC2)c1	12%	-0.6%	-7	1%	1	21	1	-11	4%	-1%	2%
Cc1cccc(N2CCN(S(=O)(=O)c3c(C)[nH]c(C)c3C(=O)N3CCCC3)CC2C)c1 (stereo not given)	/	0.0%	-8	-1%	-2	-2	0	3	-1%	1%	7%
CCCCn1cnc2c1c(=O)n(CC(=O)c1cc(C)n(C)c1C)c(=O)n2CC(C)C	-15%	0.2%	-3	2%	2	13	10	-10	17%	0%	-13%
O=C(Nc1ccc(Cl)cc1C(F)(F)F)c1ccc(Cl)cc1	-3%	0.4%	0	-2%	2	9	19	6	4%	0%	7%
Cc1ccc(S(=O)(=O)N2C(=O)CCC2C(=O)Nc2ccc3c(c2)OCCO3)cc1 (stereo not given)	-6%	-0.2%	-29	-3%	-1	-5	5	1	8%	1%	-12%
Cc1cc(C)nc(SCc2cc(=O)c(OC(=O)c3ccc(Br)o3)co2)n1	14%	-0.1%	16	-1%	4	-9	-1	-9	191%[activator]	6%	8%
O=C(CN1CCCCC1)N1CCN(S(=O)(=O)c2ccccc2)C1	-5%	-0.7%	-6	4%	1	22	5	19	17%	0%	11%
NC(=O)c1c(NC(=O)c2cccnc2Cl)sc2c1CCCC2	4%	-2.7%	6	4%	4	-23	1	-1	0%	-4%	11%
C[C@H](NC(=O)N1CCn2c1nc1ccccc12)C(=O)N1CCCCC1	1%[0.46 µM]	0.1%	-9	5%	1	?	-2	4	11%	1%	-3%
COc1ccc(C)cc1NC(=O)C1CCCN(S(=O)(=O)c2ccc(-n3cnnn3)cc2)C1 (stereo not given)	/	-0.5%	29	-2%	1	5	29	2	2%	1%	/

Profiles as entered above.
Profile of `COc1ccc(C)cc1NC(=O)C1CCCN(S(=O)(=O)c2ccc(-n3cnnn3)cc2)C1` (stereo not given) : PKM2 act: /; B2AR arrestin: -0.5%; hERG WT inh: 29; GALK inhibitor: -2%; Coupling enz: 1; Giardia killer: 5; TRPV1 agonist: 29; KCNH2 3.1 block: 2; MLL CXXC-DNA inh: 2%; USP2a inh: 1%; Menin MLL FP TR: /
Profile of `O=C(CN1CCCCC1)N1CCN(S(=O)(=O)c2ccccc2)C1` : PKM2 act: -5%; B2AR arrestin: -0.7%; hERG WT inh: -6; GALK inhibitor: 4%; Coupling enz: 1; Giardia killer: 22; TRPV1 agonist: 5; KCNH2 3.1 block: 19; MLL CXXC-DNA inh: 17%; USP2a inh: 0%; Menin MLL FP TR: 11%
